3CLpro inhibitor – SARS-CoV 3CLpro protease inhibition; P0C6X7; recombinant SARS-CoV 3CLpro, quenched FRET peptide cleavage; inhibition, % at 6 µM; 290,000 tested, 0.14% active; AID 1706; in the data active means inhibition above about 12%
TcdB GH inh – blocks C. difficile toxin B glycohydrolase activity; P18177; TcdB glycohydrolase enzymatic assay, plate reader; inhibition, % at 9.99 µM; 350,000 tested, 0.24% active; in the data active means inhibition above about 10%
MazF activator – MazEF (E. coli) toxin RNase activation; P0AE70; 350,000 tested, 0.32% active; activation, % at 20 µM; FAM/BHQ RNA-DNA oligo cleavage fluorescence, 5 h; in the data active means activation above about 50%
Target sequence (P0AE70 whole entry, looked up): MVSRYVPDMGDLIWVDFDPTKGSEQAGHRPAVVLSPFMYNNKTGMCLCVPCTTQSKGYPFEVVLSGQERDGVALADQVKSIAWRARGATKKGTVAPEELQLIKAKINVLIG
DUSP3 inh – blocks human VHR1 dual specificity phosphatase; P51452; recombinant VHR phosphatase, pNPP absorbance; inhibition, % at 13.3 µM; 290,000 tested, 0.52% active; AID 1654; in the data active means inhibition above about 50%; further: some compounds called inactive have numbers as strong as hits
Target sequence (P51452 whole entry, looked up): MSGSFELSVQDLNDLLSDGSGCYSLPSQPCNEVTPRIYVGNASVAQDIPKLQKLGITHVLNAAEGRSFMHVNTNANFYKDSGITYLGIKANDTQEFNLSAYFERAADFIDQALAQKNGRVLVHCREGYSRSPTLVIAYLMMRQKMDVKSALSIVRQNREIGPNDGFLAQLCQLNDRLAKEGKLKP
SSB-PriA inh – K. pneumoniae PriA-SSBct interaction inhibition. AlphaScreen SSBct-PriA binding, biotinylated peptide. inhibition, % at 33 µM. 430,000 tested, 0.6% active; in the data active means inhibition mostly above about 37%, no sharp cut-off; inactive means mostly below about 20%;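 further: plate controls were negative control peptide for no effect and reference peptide for full effect; strong numbers were not always called active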
Rv3671c inh – inhibits the M. tuberculosis serine protease Rv3671c; P9WHR9; inhibition, % at 5.96 µM; 320,000 tested, 0.048% active; AID 2606; in the data active means inhibition above about 38%;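 further: extracellular domain of Rv3671c used as enzyme; 0% = enzyme with DMSO and 100% = no enzyme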
Target sequence (P9WHR9 whole entry, looked up, the tested form may be a part): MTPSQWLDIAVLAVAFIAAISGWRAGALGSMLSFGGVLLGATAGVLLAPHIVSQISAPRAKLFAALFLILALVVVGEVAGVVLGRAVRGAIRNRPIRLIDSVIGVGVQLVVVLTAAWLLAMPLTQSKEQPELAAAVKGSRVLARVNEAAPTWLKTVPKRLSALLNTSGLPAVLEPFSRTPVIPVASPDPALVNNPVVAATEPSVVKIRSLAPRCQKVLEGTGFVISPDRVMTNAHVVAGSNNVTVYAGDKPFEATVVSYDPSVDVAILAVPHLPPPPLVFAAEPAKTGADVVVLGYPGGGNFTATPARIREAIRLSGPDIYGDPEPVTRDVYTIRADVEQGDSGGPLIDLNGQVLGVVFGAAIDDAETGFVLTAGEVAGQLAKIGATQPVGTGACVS
Yp Topo-I inh – blocks Yersinia pestis topoisomerase I activity; Y. pestis Topo-I cleavage product accumulation, plate reader; activity, % at 10 µM; 360,000 tested, 0.064% active; AID 504884; in the data active means activity above about 50%, passing the limit was not always enough; further: inactives centre near 2
PrPC surface inh – inhibitors of human cell surface prion protein PrPC | TR-FRET read-out | inhibition, % at 13.8 µM | 370,000 tested, 0.43% active | AID 720596; in the data active means inhibition above about 24%; further: 0% = median of the test wells and 100% = reference compound wells
CCHF vOTU inh – blocks the CCHF virus ovarian tumor domain protease | CCHFV vOTU protease, Pep-AMC fluorescence | inhibition, % at 11.5 µM | 370,000 tested, 0.55% active; in the data active means inhibition above about 30%; further: 0% = vehicle wells with enzyme and 100% = no enzyme wells
BH1578 lux ind – induces V. cholerae light production without autoinducers; V. cholerae BH1578 lux reporter, luminescence, 6 h; activation, % at 18.7 µM; AID 588436; 350,000 tested, 0.16% active; in the data active means activation mostly above about 9.7%, no sharp cut-off; further: not every result past the cut was called active; inactives centre near 0; reference of the scale not given here
Starred values were filed as active, the others as inactive; i = inactive; x = no result given; & = joins results of further samples. An excerpt (hit frequency here may not be typical).

SMILES	3CLpro inhibitor	TcdB GH inh	MazF activator	DUSP3 inh	SSB-PriA inh	Rv3671c inh	Yp Topo-I inh	PrPC surface inh	CCHF vOTU inh	BH1578 lux ind
Cc1ccc(C(=O)C2CN(C)CC2C(=O)c2ccc(C)cc2)cc1 (configuration not stated)	4	x	-7	8	4	2	6	-2	2	i
CC(C)(C)P(=O)(NCc1ccccc1)c1ccccc1 (configuration not stated)	3	0.2	8	4	-6	-7	19	11	-1	i
COc1cc(C(C)=O)ccc1OCC(O)CN1CCN(c2cc(C)cc(C)c2)CC1 (configuration not stated)	-3	0.8	-1	28	13&14	1	30	-9	-8	-0.3
COc1ccc(C(=O)/C=C/C(=O)N(Cc2ccccc2OC)C(C(=O)NC2CCCCC2)c2ccncc2)c(O)c1 (configuration not stated)	1	x	-6	8	12	-3	20	-7	-6	i
C[C@]12CCC3C(CC[C@H]4C[C@H](N)CC[C@]34C)C1CC[C@H]2O (some centres not stated)	7	-0.5	-1	10	-6	-3	6	-7	18	i
Cc1ccc(C(=O)NCC(=O)N2CCN(c3ccccc3O)CC2)s1	x	0.1	-16	x	x	x	-1	1	1	-0.5
O=C(CSc1ccc2nnc(-c3cccnc3)n2n1)Nc1ccc(F)cc1F	3	0.6	6	9	-9	4	1	5	10	-0.1
Cc1ccccc1Nc1nc(N)nc(CSc2nnc(C)n2C)n1	5	0.9	11	30	-3	-6	-8	2	8	-0.2
O=C(Nc1cccnc1)C1CCN(S(=O)(=O)c2cccs2)CC1	8	-0.6	1	13	-10	-4	-1	-3	-6	-0.3
COc1ccc(NC(=O)C(=O)NCCCO)cc1Cl	4	1.8	2	0	-9	4	1	3	1	-0.3
CCS(=O)(=O)Nc1ccc(C2=NN(C(=O)c3ccco3)C(c3ccc(C)cc3)C2)cc1 (configuration not stated)	2	1.9	0	18	2	-2	7	x	x	i
CC(=O)Nc1ccc(NC(=O)CCn2c(=S)oc3ccccc32)cc1	2	0.7	7	6	-16	0	4	2	-2	i
CC(=O)Nc1ccc(S(=O)(=O)NC2CCS(=O)(=O)C2)cc1Cl (configuration not stated)	2	1.3	5	6	-4	-1	-4	5	-7	-0.4
Cc1cc(C(=O)N2CCC(C(=O)O)CC2)c(C(F)(F)F)o1	-3	0.1	-1	20	-1	3	5	10	5	i
Cc1ccc(S(=O)(=O)NNC(=O)c2cccc(O)c2)cc1	2	0.1	5	11	-4	3	0	8	-1	-0.2
COCC(=O)Nc1ccccc1C(=O)Nc1ccc(OC)cc1	4	x	2	21	-5	-2	7	1	-4	i
O=C(CCSc1nc(-c2ccco2)cc(C(F)(F)F)n1)NCC1CCCO1 (configuration not stated)	-1	x	1	0	-14	-2	6	1	4	i
C=CCNC(=O)C(C#N)c1nc2ccccc2nc1N1CCN(Cc2ccccc2)CC1 (configuration not stated)	2	x	21	-1	-1	-10	-1	x	x	x
CCOc1cc(/C=N/NC(=O)c2cccnc2)ccc1OCC(=O)N1CCOCC1	3	x	5	4	x	-8	1	3	0	-2.4
O=C(NCCc1nc2ccccc2[nH]1)/C(=C/c1ccco1)NC(=O)c1ccco1	0	x	11	-2	-1	-1	5	-8	16	-0.2
O=C(Cn1cc([N+](=O)[O-])cn1)NCc1ccc(-n2cccn2)cc1	-4	0.4	-3	11	-5	13	-2	-2	2	i
O=C(Nc1ccc([N+](=O)[O-])cc1)c1cccc(S(=O)(=O)Nc2cccnc2)c1	0	-0.4	2	19	-1	3	0	-5	14	-0.3
COc1ccc(CCNC(=O)Cn2nnc(C(=O)Nc3ccc(Br)cc3)c2N)cc1OC	1	2.0	-10	-4	3	1	-12	2	12	0.9
O=C(NCCS(=O)(=O)N1CCN(c2ccccc2)CC1)c1ccco1	x	0.4	8	x	2&-6	7	-2	4	-4	14
CC(C)c1ccc(/C=c2\sc3nc(-c4ccncc4)nn3c2=O)cc1	0	x	0	10	x	-6	8	-2	1	x

Continuation:
SMILES	3CLpro inhibitor	TcdB GH inh	MazF activator	DUSP3 inh	SSB-PriA inh	Rv3671c inh	Yp Topo-I inh	PrPC surface inh	CCHF vOTU inh	BH1578 lux ind
CCCN1C(=O)c2ccccc2NC1c1ccc(Cl)c(Cl)c1 (configuration not stated)	6	1.6	6	x	37	-1	8	2	-72	i
CCN(CC(=O)NC(C)C)C(=O)c1ccc(Cl)cc1	0	0.0	8	3	4	0	-1	-4	-22	0.0
Cc1ccc(OCC(=O)NCCCNC(=O)c2cccnc2)cc1C	1	1.1	-17	1	-9	-6	6	-6	12	-0.3
CC[C@H]1C=C[C@@H](C(C(=O)OC)C(=O)OC)CN1C(C)=O	x	-0.5	3	x	-9	x	5	2	-5	-0.4
CCOc1ccc(Nc2nc3c(c(=O)[nH]2)CCCC3)cc1	6	x	9	-1	-4	1	-3	2	13	145*
CCN(CC)S(=O)(=O)c1cc(C(=O)Nc2ccccc2[N+](=O)[O-])ccc1Cl	3	x	-13	-10	9	-4	-10	6	6	-0.3
Cc1ccc(/C=N/Nc2cc(C)nc(NCc3ccccc3)n2)cc1	-5	0.5	19	13	i	-2	3	5	8	-0.9
Nc1ccc(SCC(=O)Nc2cccc([N+](=O)[O-])c2)cc1	1	1.3	1	32	5	-7	3	-11	8	i
O=C(O)CSc1ccc(S(=O)(=O)N2CCCC2)cn1	x	0.1	1	x	-14	-6	-3	-4	10	i
CC(=O)N1CCN(c2ccc(NC(=O)c3cccc(Cl)c3Cl)cc2)CC1	-9	0.8	-18	0	-28	-2	-11	-5	4	-0.7
CCCOc1ccc(-c2csc3ncn(Cc4ccc(C(=O)O)cc4)c(=O)c23)cc1	6	-1.8	2	8	9	-8	14	-2	8	i
COc1cc(NC(=O)C2(C)CCN2C(C)C)cc(OC)c1OC (configuration not stated)	x	1.7	x	x	x	x	-12	-9	-1	-4.5
COC(=O)C1=CO[C@@H](C)[C@@H]2CN3CC[C@]4(C(=O)Nc5ccccc54)[C@@H]3C[C@H]12	3	1.2	8	-7	-12	-11	-2	2	-10	-1.4
Cc1c(Cl)cccc1NC(=S)NCCc1ccc(S(N)(=O)=O)cc1	4	0.4	-6	42	5	0	-7	5	-9	-0.8
O=C(COC(=O)Cc1c[nH]c2ccccc12)Nc1ccccc1C(F)(F)F	x	0.3	2	x	-23	1	-5	-2	1	i
COc1ccc(C[C@H]2CN3C(=NC[C@@H]3C(C)C)N2CCNC(=O)CCC2CCCCC2)cc1	2	x	19	21	-4	-3	4	-3	0	-0.5
CCCN(CC(=O)Nc1ccccc1C)C(=O)c1ccc(S(=O)(=O)N2CCCCC2)cc1	-1	-0.2	-8	14	0	-9	-5	-2	-8	1.7
O=C(NC(Cc1ccccc1)C(=O)NCCc1ccccn1)c1cccs1 (configuration not stated)	3	3.0	-9	-12	3	10	-3	2	-7	i
C=CCN(c1ccccc1)S(=O)(=O)c1cccc(C(=O)Nc2cc(C)ccn2)c1	x	1.6	8	x	-15	-16	-7	-4	9	1.2
Cc1cc(NCCCn2ccnc2)n2ncc(-c3ccccc3)c2n1	5	x	-15	29	6	4	1	x	x	-0.3
O=C(CNC(=O)c1ccc(Br)cc1)NCC(=O)OCC(=O)c1ccccc1	2	0.0	4	15	-3	-5	5	-2	1	-0.5
CC(C)c1cccc(-c2csc(C(O)c3ccc(F)c(F)c3)n2)c1 (configuration not stated)	x	-0.5	x	x	x	x	6	1	25	i
O=c1cc(-c2c(F)c(F)c(F)c(F)c2F)oc2ccccc12	3	1.5	7	37	-11	2	0	2	-8	i
Cc1cc(=O)oc(C)c1C(=O)O	-5	x	8	-8	-18&-17&-2	8	-2	10	-4	i
Cn1nc(C(C)(C)C)cc1NC(=O)C1(C)CCN1C(=O)CC(c1ccccc1)c1ccccc1 (configuration not stated)	x	0.4	x	x	x	x	35	10	33*	-0.8

Further records
SMILES	3CLpro inhibitor	TcdB GH inh	MazF activator	DUSP3 inh	SSB-PriA inh	Rv3671c inh	Yp Topo-I inh	PrPC surface inh	CCHF vOTU inh	BH1578 lux ind
CSc1cccc(NC(=O)CC2Oc3ccccc3NC2=O)c1 (configuration not stated)	0	0.2	9	-5	2	-11	4	-2	-2	-0.5
O=C(CC1CCCCC1)Nc1nc2ccccc2s1	1	0.9	3	7	-8	-12	-6	2	18	i
Nc1ccc([N+](=O)[O-])cc1C(=O)NNC(=O)c1ccco1	4	2.1	0	6	-7	6	2	-18	1	-0.6
COc1ccc(-c2csc(-c3cccs3)n2)c(OC)c1	2	0.1	4	33	-14	1	14	-5	-13	-1.1
COc1cc(C2NC(=O)NC(c3ccccc3)=C2C(C)=O)ccc1OCC#N (configuration not stated)	0	0.3	-16	-12	-6	2	-2	8	-11	-1.4
CCN1CCN(C(=O)c2ccc(C)c(S(=O)(=O)Nc3cccc(C)c3)c2)CC1	3	2.9	2	14	-8	-9	1	-5	1	-3.1
O=C(/C=C/Nc1cccc(C(F)(F)F)c1)c1ccc(Oc2ncccn2)cc1	6	x	2	17	-5	-7	19	0	5	-0.1
Cc1ccc(NC(=O)N2CCCCCC2)cc1	5	1.5	3	30	-12	-7	11	-3	-1	i
S=C1NC[C@H](c2ccccc2)N1CCCCC1CCCCC1	x	1.1	3	-5	0	7	29	5	8	-0.3
COc1cccc(C(O)c2nc(-c3ccccc3C)cs2)c1 (configuration not stated)	x	-1.3	x	x	x	x	16	7	-2	-0.5
CCC(C)c1ccccc1NC(=O)c1cc2cccc([N+](=O)[O-])c2[nH]1 (configuration not stated)	6	0.9	11	17	11	-8	-14	-7	10	-0.6
Cn1c(C(=O)N2CCN(c3ccc(Cl)cc3)CC2)cc2c(=O)[nH]c3ccccc3c21	-3	x	-10	20	9	-21	0	-2	-1	-1.7
CCCC(=O)Nc1ccccc1-c1nnc(SC)[nH]c1=O	-3	0.2	2	5	-5	-11	1	-7	8	-0.2
O=C(Nc1ccc(-c2nc3ccccc3[nH]2)cc1)c1cccc(N2C(=O)CCC2=O)c1	2	x	2	5	-5	-12	-9	4	-74	-0.2
Clc1ccccc1CSc1ncccn1	3	-0.1	6	8	-26	-4	9	4	0	-3.7
COc1ccc(NC(=O)CN(C)C(=O)Cc2coc3cc(C)c(C)cc23)cc1	x	1.0	-5	x	-1	-10	16	-3	-4	i
O=C(CNC(=O)c1cccs1)Nc1ccc2c(c1)OCCO2	x	-0.6	9	x	-7	6	-4	-6	-6	-0.7
COc1ccc(CCNC(=O)CC2SC(N)=NC2=O)cc1OC (configuration not stated)	-1	x	4	19	x	-4	1	-3	-1	-0.3
CCN(CC(=O)Nc1ccccc1OC)C(=O)c1cc(-c2ccccc2)nn1-c1ccccc1	x	-2.3	-10	x	28	7	8	-1	3	-2.3
O=C(Nc1ccccc1C(=O)Nc1ccccc1)c1ccccc1F	5	1.2	-4	x	-9	7	1	-2	16	-5.6
COC(=O)C1=C(N)OC2=C(C(=O)CC(C)(C)C2)C1c1ccccc1OC (configuration not stated)	-1	0.0	2	27	-2	-12	6	3	-8	-0.4
COc1ccc(CNc2oc(-c3cccc4ccccc34)nc2C#N)cc1	3	0.3	1	13	2	-29	15	6	-53	-1.2

Single records, as listed above.
`COc1ccc(CNc2oc(-c3cccc4ccccc34)nc2C#N)cc1` in the list: 3CLpro inhibitor = 3; TcdB GH inh = 0.3; MazF activator = 1; DUSP3 inh = 13; SSB-PriA inh = 2; Rv3671c inh = -29; Yp Topo-I inh = 15; PrPC surface inh = 6; CCHF vOTU inh = -53; BH1578 lux ind = -1.2
`O=C(/C=C/Nc1cccc(C(F)(F)F)c1)c1ccc(Oc2ncccn2)cc1` in the list: 3CLpro inhibitor = 6; TcdB GH inh = x; MazF activator = 2; DUSP3 inh = 17; SSB-PriA inh = -5; Rv3671c inh = -7; Yp Topo-I inh = 19; PrPC surface inh = 0; CCHF vOTU inh = 5; BH1578 lux ind = -0.1
`COc1cccc(C(O)c2nc(-c3ccccc3C)cs2)c1` (configuration not stated) in the list: 3CLpro inhibitor = x; TcdB GH inh = -1.3; MazF activator = x; DUSP3 inh = x; SSB-PriA inh = x; Rv3671c inh = x; Yp Topo-I inh = 16; PrPC surface inh = 7; CCHF vOTU inh = -2; BH1578 lux ind = -0.5
